# EPAC2 ag – qHTS for Agonist of cAMP-regulated guanine nucleotide exchange factor 4 (EPAC2): primary screen | Potency, µM (highest dose often 154 µM), inactives show top-dose activation, hits mostly activators | 360,000 tested, 0.079% active | EPAC2 activation, biochemical qHTS; response scale: 100% = 6.5 mM cAMP response; also: potency is read from the fitted curve at half-maximal effect; nearly all actives have a fitted effect of over 50% in size
#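 Nucleotide exchange monitored as fluorescence drop when BODIPY-GDP leaves Rap1B. Reaction: 100 nM EPAC2, 250 nM RAP1B-BODIPY-GDP, 50 uM GDP, room temperature, kinetic read over 30 min. Activity expressed relative to 6.5 mM cAMP.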
# D3 ag – qHTS of D3 Dopamine Receptor Agonist: qHTS. max activation, %. 410,000 tested, 0.58% active. D3R DiscoveRx beta-arrestin cells, luminescence, 90 min; in the data active = max activation above about 30%; also: 0% is about no effect; mostly tested at two doses, the higher about 12 µM
# Target sequence (P35462 whole entry, looked up): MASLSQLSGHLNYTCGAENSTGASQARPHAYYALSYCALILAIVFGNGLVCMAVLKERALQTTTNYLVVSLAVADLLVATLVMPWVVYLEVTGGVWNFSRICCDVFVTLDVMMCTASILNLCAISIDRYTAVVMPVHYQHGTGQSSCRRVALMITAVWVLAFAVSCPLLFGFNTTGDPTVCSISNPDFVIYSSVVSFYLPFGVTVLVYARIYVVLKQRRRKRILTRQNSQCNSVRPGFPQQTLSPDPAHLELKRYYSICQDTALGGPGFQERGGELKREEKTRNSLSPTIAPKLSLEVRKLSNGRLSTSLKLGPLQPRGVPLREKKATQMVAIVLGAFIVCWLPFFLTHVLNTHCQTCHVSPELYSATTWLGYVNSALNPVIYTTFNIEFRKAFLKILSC
#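 Agonist mode: compounds and dopamine controls were applied to plated cells for 90 min at 37 degrees C after an overnight attachment at 1500 cells/well. Luminescent read-out followed 30 - 60 minutes at room temperature with DiscoveRx detection reagent.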
# D3 antag – qHTS of D3 Dopamine Receptor Antagonist: qHTS; D(3) dopamine receptor (Homo sapiens), P35462; D3R cells, DiscoveRx beta-arrestin luminescence, antagonist mode; stronger effect = lower value; max response, negative = inhibition, %; 360,000 tested, 2.5% active; AID 652054, 2013; in the data active = max response below about -50%; inconclusive = no clear call, values can overlap the other calls; also: % is scaled to controls: 0 for no effect and ±100 for the full control effect; mostly tested at two doses, the higher about 12 µM
#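 Cells expressing the human receptor were seeded at 1500 cells/well, incubated overnight at 37 degrees C in 5% CO2, then exposed to library compounds with dopamine controls for 90 minutes at 37 degrees C before luminescent detection.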
# PTHR1 ag – qHTS for PTHR1 Agonists: Primary Screen; Parathyroid hormone/parathyroid hormone-related peptide receptor (Homo sapiens), Q03431; HEK293 GP2 PTHR1 cells, GloSensor cAMP luminescence, 1 h; Potency, µM (doses to about 115 µM), for inactives: at the top dose activation, hits mostly activators; 410,000 tested, 0.075% active; also: potency is read from the fitted curve at half-maximal effect; nearly all actives have a fitted effect of over 55% in size; some results filed as inactive show a strong effect at the top dose; inactives centre near -15; many of its hits are not listed in these tables
# Target sequence (Q03431 whole entry, looked up): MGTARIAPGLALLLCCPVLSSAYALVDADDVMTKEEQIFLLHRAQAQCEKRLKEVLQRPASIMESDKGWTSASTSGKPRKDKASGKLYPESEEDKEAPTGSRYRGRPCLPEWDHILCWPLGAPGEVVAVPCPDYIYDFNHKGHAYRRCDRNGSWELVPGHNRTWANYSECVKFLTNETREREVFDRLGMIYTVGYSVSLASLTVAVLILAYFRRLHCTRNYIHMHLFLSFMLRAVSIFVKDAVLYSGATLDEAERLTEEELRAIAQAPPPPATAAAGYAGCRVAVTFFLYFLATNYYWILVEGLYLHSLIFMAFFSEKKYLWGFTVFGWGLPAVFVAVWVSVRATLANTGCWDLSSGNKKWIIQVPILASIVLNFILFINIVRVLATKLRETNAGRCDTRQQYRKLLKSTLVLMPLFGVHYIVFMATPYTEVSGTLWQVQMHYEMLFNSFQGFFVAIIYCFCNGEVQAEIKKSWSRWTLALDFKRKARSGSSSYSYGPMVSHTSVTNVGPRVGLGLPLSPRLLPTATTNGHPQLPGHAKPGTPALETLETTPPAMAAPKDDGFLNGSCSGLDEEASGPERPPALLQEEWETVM
#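 HEK-293-derived GP2 cells expressing PTHR1 and a GloSensor cAMP reporter, 3,000/well, plated overnight, given luciferin plus IBMX (each 0.5 mM as added) for 1 h at 37 °C, then compound for 1 h at 37 °C. Luminescence was read after 15 min at room temperature.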
# Akt phos inh – HTS Assay for Inhibitors of Akt Phophorylation: Primary Screen. Neuro2A IGF-stimulated pAkt S473 HTRF, 20 min; stronger effect = lower value. activity change, % for hits at 50 µM. 360,000 tested, 0.32% active; in the data active = activity change below about -80%; inconclusive = mostly about -51% to -80%; also: % is scaled to controls: 0 for no effect and ±100 for the full control effect
#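 Single-point screen (50 µM final compound) in Neuro2A cells stimulated 20 min with 6 nM IGF at 37 deg C. After lysis, Ser473-phosphorylated Akt read by HTRF (ex 330 nm, em 615/665 nm) as the 665/615 ratio.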
# CCT chaperon mod – High-Throughput Screening for Modulators of Cytosolic Chaperonin Activity; purified chaperonin ATPase assay, HTRF ADP detection, 30 min; activity change, % (test concentration not listed), hits read low; 360,000 tested, 0.3% active; AID 651819, 2012; in the data active = activity change below about -30%; also: % is scaled to controls: 0 for no effect and ±100 for the full control effect
#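 We incubate TRiC, 40 or 20 nM final, with library compounds at 76 uM and 10 uM ATP for 30 min at 37 °C. ADP formed is detected with Transcreener HTRF reagents after 30 min at room temperature.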
# MmCpn inh – Inhibitors of TCP-1 ring complex (TRiC) of Methanococcus maripaludis (MmCpn): qHTS. Chaperonin Mm-Cpn (Methanococcus maripaludis). purified Mm-Cpn ATPase, ADP Transcreener TR-FRET. Potency, µM (top dose mostly 76.9 µM), for inactives: at the highest dose activity, negative = inhibition, hits mostly inhibitors. 330,000 tested, 0.031% active; also: potency is read from the fitted curve at half-maximal effect; % is scaled to controls: 0 for no effect and ±100 for the full control effect; nearly all actives have a fitted effect of over 80% in size
#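 Purified archaeal chaperonin (25 nM final) was preincubated with compound for 10 min at 37°C, then ATP (10 uM final) was added for 30 min at 37°C in Tris pH 7.4/KCl/MgCl2/DTT buffer. ADP was quantified by HTRF Transcreener TR-FRET.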
# EPAC2 antagonist – qHTS for Antagonist of cAMP-regulated guanine nucleotide exchange factor 2 (EPAC2): primary screen; AID 720708, 2013; Potency, µM (series often up to 114 µM), inactives show at the highest dose activity, negative = inhibition, usual class: inhibitors; Rap guanine nucleotide exchange factor 4 (Homo sapiens), Q8WZA2; 360,000 tested, 0.18% active; EPAC2 GEF exchange of Rap1B-BODIPY-GDP, fluorescence; also: potency is read from the fitted curve at half-maximal effect; % is scaled to controls: 0 for no effect and ±100 for the full control effect; nearly all actives have a fitted effect of over 45% in size; many of its hits are not listed in these tables
# Starred values were filed as active, the others as inactive; i = inactive; ? = inconclusive; / = no result given; & = joins results of further samples; [ ] = another dose, or the depositor's remark. Unless noted, calls follow the shape of the dose curve; as a rule, active = well fitted curve in the direction sought with a large enough effect; inconclusive = small, poorly fitted or top-dose-only effect, or another doubt; inactive = no such curve, though single readings can be large; an effect the other way counts as inactive or inconclusive. These rows are one share of the data; count on the stated rates, not on these rows.
SMILES,EPAC2 ag,D3 ag,D3 antag,PTHR1 ag,Akt phos inh,CCT chaperon mod,MmCpn inh,EPAC2 antagonist
O=C(NCCc1ccc(Cl)cc1)C1CCC(=O)N(C2CCCCCC2)C1 (stereo not given),-5%,15,-11,-10%,i,-0.6,-1%,2%
CCCNc1nc2ccccc2c(=O)[nH]1,6%,12,-1,i,i,0.2,1%,1%
CC(C)(C)n1nc2c(c1NC(=O)Cc1ccc(Cl)cc1)CS(=O)(=O)C2,-3%,-1,1,i,i,-1.0,0%,18%
Cc1ccc(-c2nc(Nc3cccc(C)c3)sc2CC(=O)O)cc1,5%,-4,?,-4%,i,-2.6,-6%,-2%
N/C(=N\OC(=O)c1ccc(OCC(F)(F)F)nc1)c1ccc(Cl)cc1,5%,9,1,-1%,i,0.3,-25%,-4%
Cc1ccc(S(=O)(=O)Nc2cc(C(C(=O)OC(C)C)C(=O)C(F)(F)F)c(O)c3ccccc23)c(C)c1 (stereo not given),-17%,-3,?,-25%,i,0.0,-1%,?
O=C(c1ccc(Cl)cc1)C1CCN(C(=O)c2ccccc2F)CC1,-1%,3,33,-27%,i,-18,/,9%
COc1ccc2c(c1)C(=O)C1NC(=O)NC(=O)C1(Br)N2 (stereo not given),7%,1,2,-5%,i,-0.8,/,3%
Cc1ccc(CN2CCCC2(C)C(=O)NC(C)C)cc1 (stereo not given),-14%,4,6,i,i,-0.5,/,?
Cc1cc(NC(=O)CSc2nnc3ccccn23)no1,3%,23,15,i,i,-1.8,0%,1%
CCCOc1ccc(N2C(=O)C3C(C(C)C)NC4(C(=O)c5ccccc5C4=O)C3C2=O)cc1 (stereo not given),13%,22,12,i,i,-1.6,-2%,5%
Cc1c(O)c(S(=O)(=O)c2ccccc2)c(=O)n(-c2ccccc2)c1-c1ccccc1,1%,0,-20,-4%,i,3.6,-2%,6%
COc1cc(/C=C/C(=O)OCC(=O)Nc2c(C)n(C)n(-c3ccccc3)c2=O)cc(OC)c1OC,6%,-6,0,2%,i,-2.6,1%,-4%
CC1C2C(c3ccccc3)N(C)C(=O)N(C)C2N(C)C(=O)N1C (stereo not given),5%,1,-4,-9%[57.5 µM],i,0.7,0%,5%
COc1cc(/C=N/NC(=O)Nc2ccccc2)ccc1OCCOc1ccccc1C,10%,3,9,-2%[57.5 µM],i,-0.3,0%,-3%
Nc1ccc2c(c1)C(=NO)c1cc([N+](=O)[O-])ccc1-2,-5%,-15,-13,-36%,i,-1.9,/,0%
COc1cc(/C=N/NC(=O)c2cccc(S(=O)(=O)N3CCCC3)c2)cc(OC)c1O,2%,5,1,-32%[inhibitor],i,-0.9,-3%,0%
CCOc1ccc(N(C(C)=O)C2C=CS(=O)(=O)C2)cc1 (stereo not given),-2%,1,17,-10%,i,3.4,-2%,-4%
CN1C(C)(C)CC(=NO)CC1(C)C,5%,0,10,i,i,-15,/,4%
COc1cccc(C(=O)OCC(=O)N2CCc3ccccc3C2)c1OC,6%,-4,-14,-2%,i,-1.3,-8%,-4%
CCN(C(=O)CSc1nnc(-c2c[nH]c3ccccc23)o1)C1CCS(=O)(=O)C1 (stereo not given),5%,-3,-6,-7%,i,1.5,2%,-2%
O=C(Nc1ccccn1)C(=O)N1CCCCC1,0%,0,-22,i,i,0.6,-1%,6%
CC(=O)N(Cc1cc2ccccc2[nH]c1=O)c1ccc(C)cc1,-3%,15,4,i,i,-0.4,-1%,-21%
Cc1ccc(CSC2=NCCN2C(=O)c2ccc(S(=O)(=O)N(C)C)cc2)cc1,11%,-3,37,-9%,i,1.0,3%,-2%
CSc1ccc(CCNC(=O)CCc2nnc3ccc(NCCCN4CCCC4=O)nn23)cc1,17%,4,-2,11%,/,-26,2%,16%

# Going on with the list:
SMILES,EPAC2 ag,D3 ag,D3 antag,PTHR1 ag,Akt phos inh,CCT chaperon mod,MmCpn inh,EPAC2 antagonist
Cc1ccc(NC(=O)CN2CCc3ccccc3C2)cc1,6%,-11,-84*,i,i,-1.5,-1%,4%
FC(F)(F)c1ccc(Cl)c(NC(=S)NC2CC2)c1,2%,4,7,i,i,-0.1,1%,15%
C=C(C)c1cccc(C(C)(C)NC(=O)NC2CCN(Cc3ccccc3)CC2)c1,7%,-15,-77*,-12%,i,-0.4,0%,2%
O=C(NCCCN1CCOCC1)c1ccc(Cl)c(S(=O)(=O)N2CCCCCC2)c1,4%,-10,-11,-81%[inhibitor],/,1.5,1%,21%
CC(C)CN(C(=O)CN(C)C(=O)Cc1c(F)cccc1Cl)c1c(N)n(CC(C)C)c(=O)[nH]c1=O,11%,-4,-21,-8%,i,-1.7,/,0%
Cc1cccc(CN2CCC(n3nccc3NC(=O)CCCc3ccccc3)CC2)n1,3%,-28,1,-4%,i,-0.4,0%,3%
CCCN1CCC(NC(=O)CCc2nnc(Cc3cc(OC)ccc3OC)o2)CC1,3%,12,20,i,i,0.7,0%,-3%
CCN(CC(=O)Nc1ccc(NC(C)=O)cc1)C(=O)Cc1coc2cc(C)c(C)cc12,0%,3,14,i,i,-1.9,2%,-1%
CC(C)n1nc(CC(=O)O)c2ccccc2c1=O,5%,1,11,i,i,-0.4,-2%,-3%
Cc1cccc(NC(=O)c2cc(S(=O)(=O)N3CCCCC3)c[nH]2)c1C,9%,3&-10,14,i,i,-1.4,1%,-11%
CC(C)(C)NC(=O)CSCc1ccc(Br)cc1,8%,-1,-2,i,i,2.3,-3%,6%
Cc1ccc(NC(=O)c2cccc(NC(=O)CC3SC(N4CCCCC4)=NC3=O)c2)nc1 (stereo not given),-4%,1,4,i,i,1.4,0%,10%
COc1ccccc1-c1nnc(C2CCN(S(=O)(=O)c3cccc([N+](=O)[O-])c3)CC2)o1,14%,-4,-12,-10%,i,-3.4,-1%,-8%
COc1cc2c(cc1OC)CN(Cc1cc(=O)oc3cc(C)c(C)cc13)CC2,4%,42*,5,i,i,1.3,-7%,18%
c1ccc(-c2ccc(-c3ccccc3)[nH]2)cc1,16%,11,18,-18%,i,-4.0,/,-8%
Cc1ccc(N=C2NC(=O)c3cc([N+](=O)[O-])ccc32)cc1,-3%,-2,3,-18%,i,-1.9,1%,13%
CCS(=O)(=O)Nc1cccc(C2=NN(S(C)(=O)=O)C(c3ccccc3)C2)c1 (stereo not given),-1%,-1,-5,-12%,i,-2.3,1%,2%
O=C1NC[C@H](CCCCN2C[C@H](Cc3ccc(O)cc3)N(Cc3ccccc3)C(=O)C2=O)N(CCc2ccc(O)cc2)C1=O,10%,37*,-27,5%,i,-0.9,/,0%
O=C(N/N=C/C1CC2CCC1C2)c1ccc2c(c1)OCO2 (stereo not given),6%,-7,?,i,i,-3.2,-1%,14%
COc1ccc(CC(=O)Nc2cccc(C(=O)Nc3ccccc3C(=O)O)c2)cc1OC,1%,6,27,2%,i,-2.2,0%,4%
CCOc1ccc(S(=O)(=O)NC(C)(C)C)cc1-c1nc2c(C(C)(C)C)nn(C)c2c(=O)[nH]1,7%,10,7,-92%[inhibitor],i,-1.3,2%,-27%
O=C(Nc1cccc(S(=O)(=O)N2CCCCC2)c1)[C@@H]1CCCN1S(=O)(=O)c1ccccc1C(F)(F)F,-11%,5,12,-6%,i,2.4,/,-2%
Cc1ccc(CNS(=O)(=O)c2ccc(F)c(F)c2)n1C,8%,2,0,i,i,-0.9,1%,6%
CCN1C(=O)[C@@H]2[C@@H](c3ccc(-c4ccc(OC)cc4)c(OC)c3)N3CCC[C@@]3(C(=O)OC)[C@@H]2C1=O,12%,2,21,i,i,0.4,1%,-4%
CCOc1ccccc1N1CC(C(=O)NCCC2=CCCCC2)CC1=O (stereo not given),-7%,2,1,i,i,0.1,/,2%

# Next part.
SMILES,EPAC2 ag,D3 ag,D3 antag,PTHR1 ag,Akt phos inh,CCT chaperon mod,MmCpn inh,EPAC2 antagonist
CCOC(=O)C1=CN(Cc2cccc(-c3ccc4c(c3)OCO4)c2)S(=O)(=O)N(C)C1C (stereo not given),15%,23,65,-4%,i,0.5,-17%,-6%
Cc1nnc(N2CCCC(C(=O)NCc3ccc(OC(C)C)cc3)C2)c2nn(-c3ccccc3)c(C)c12 (stereo not given),-2%,0,28,-21%,i,0.5,0%,0%
CCC1=[N+](C)CCn2c(C)ccc21,6%,4,-4,i,i,-0.9,0%,7%
COCCCNC(=O)CN(c1ccc(Cl)c(Cl)c1)S(C)(=O)=O,9%,-3,36,?,/,-1.3,0%,-2%
O=C(O)C(c1ccccc1)N1C(=O)/C(=C\c2ccc(O)c(O)c2)SC1=S (stereo not given),-2%,-2,?,i,i,-0.2,-3%,22µM*
COCCCn1c(SCc2cccc(OC)c2)nc2cc(OC)c(OC)cc2c1=N,13%,-4,17,i,i,-1.6,0%,-12%
Cc1nc(N)sc1N=Nc1ccc(Br)cc1,-1%,14,-27,-16%,i,-0.4,1%,1%
COc1ccc(-n2nnnc2/C=C\Nc2ccccc2C(=O)c2ccccc2)cc1,8%,-4,-14,i,i,-1.6,0%,-2%
CC(C)(C)[C@H]1C=C(C(=O)O)O[C@@H](OCCCCO)C1,0%,7,-10,?,i,0.0,/,-7%
Cc1ccc(C(=O)O)c(NC=O)c1OCc1ccccc1,8%,1,0,-12%,i,0.8,/,0%

# One compound at a time (already shown). Screens in order: EPAC2 ag, D3 ag, D3 antag, PTHR1 ag, Akt phos inh, CCT chaperon mod, MmCpn inh, EPAC2 antagonist
# Cc1nnc(N2CCCC(C(=O)NCc3ccc(OC(C)C)cc3)C2)c2nn(-c3ccccc3)c(C)c12 (stereo not given) in the list: -2%, 0, 28, -21%, i, 0.5, 0%, 0%
# O=C(O)C(c1ccccc1)N1C(=O)/C(=C\c2ccc(O)c(O)c2)SC1=S (stereo not given) in the list: -2%, -2, ?, i, i, -0.2, -3%, 22µM*
# Cc1ccc(C(=O)O)c(NC=O)c1OCc1ccccc1 in the list: 8%, 1, 0, -12%, i, 0.8, /, 0%
